IDE inh: cellular human IDE inhibition | HEK cells, FAbetaB cleavage, fluorescence polarization | inhibition, % at 5.59 µM | hit rate 0.41% among 320,000 | P14735;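 active = percent inhibition above the average of all tested compounds plus 3 SD, set per screening campaign, cut at about 16% in these data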;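 note: IDE supplied by intact live HEK cells; FP after avidin binding of uncleaved biotin substrate so inhibition keeps polarization high; 0% = DMSO wells and 100% = 60 µM reference IDE inhibitor Ii1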
IDE cell activ: IDE (human) activation, cell-based; hit rate 0.073% among 340,000; HEK cells, FAbeta-B cleavage, fluorescence polarization; 0% vehicle, 100% cell-free pure enzyme wells; activation, % at 5.96 µM;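 active = activation above the mean of all tested compounds plus 3 SD, set per screening campaign, cut at about 17% in these data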
* hit, by the source's call; . = not tested or not shown; & = joins results of further samples. Only part of the results is shown, so the mix of outcomes need not match the whole.

SMILES	IDE inh	IDE cell activ
O=[N+]([O-])c1cncn1CCN1CCOCC1	.	3
CCCCCCCCCCCCCCC[C@@H](O)[C@@H](N)CO	.	6
CCc1cccc(CC)c1NC(=O)CN(CC(=O)O)CC(=O)O	-4	5
CCCOc1ccc(C(=O)OCCN(CC)CC)cc1N	2	6
CC(Cc1cccc(C(F)(F)F)c1)NCCOC(=O)c1ccccc1 (configuration not stated)	0&1	2&-2
CN(C)CC/C=C1/c2ccccc2COc2ccc(CC(=O)O)cc21	-3	5
CC1O[C@@H](OCC2O[C@@H](Oc3cc(O)c4c(c3)OC(c3ccc(O)cc3)CC4=O)[C@H](O)[C@@H](O)[C@@H]2O)[C@H](O)[C@H](O)[C@H]1O (some centres not stated)	6	0
CC(=O)OCC(=O)[C@@]1(O)CC[C@H]2[C@@H]3CCC4=CC(=O)C=C[C@]4(C)[C@@]3(F)[C@@H](O)C[C@@]21C	0	-1
CC[C@]12CCCN3CCc4c(n(c5ccccc45)[C@](O)(C(=O)OC)C1)[C@@H]32	4	10
O=C1c2c(O)ccc(O)c2C(=O)c2c(NCCNCCO)ccc(NCCNCCO)c21	4	-1&5
Cc1cc(=O)oc2cc(O)ccc12	0	2
C[C@H](CCC(=O)O)[C@H]1CC[C@H]2[C@@H]3[C@H](O)C[C@@H]4C[C@H](O)CC[C@]4(C)[C@H]3CC[C@]12C	3	8

Grouped by structure, the entries above containing four or more nitrogen atoms (two)
SMILES	IDE inh	IDE cell activ
O=[N+]([O-])c1cncn1CCN1CCOCC1	.	3
O=C1c2c(O)ccc(O)c2C(=O)c2c(NCCNCCO)ccc(NCCNCCO)c21	4	-1&5

Continued.
SMILES	IDE inh	IDE cell activ
COc1cc(N)c(Cl)cc1C(=O)N[C@H]1CCN(CCCOc2ccc(F)cc2)C[C@H]1OC	2	0
CCCCOc1cc(C(=O)OCCN(CC)CC)ccc1N	-2&6	-4&-1
COC(=O)N/N=C/c1c[n+]([O-])c2ccccc2[n+]1[O-]	-2	6
Cn1ccc2cc3c(cc21)CCN3C(=O)Nc1cccnc1	2	6
CC(C)(C)NCC(O)COc1cccc2c1CC(O)C(O)C2 (configuration not stated)	-2	8
CCc1ccccc1OC[C@@H](O)CN[C@H]1CCCc2ccccc21	-4	10
C[C@@H]1C[C@H]2[C@@H]3CCC4=CC(=O)C=C[C@]4(C)[C@@]3(Cl)[C@@H](O)C[C@]2(C)[C@@]1(OC(=O)c1ccco1)C(=O)CCl	9	-2
Nc1ncnc2c1c(-c1ccc(Oc3ccccc3)cc1)cn2C1CCCC1	0	-4
CN(C)C/C=C(\c1ccc(Br)cc1)c1cccnc1	0	0
O=C(Nc1cc(-c2ccccc2)nn1-c1ccccc1F)c1ccc([N+](=O)[O-])cc1	-1	-1

5 entries from above, with values under each structure:
Value order: IDE inh | IDE cell activ
COC(=O)N/N=C/c1c[n+]([O-])c2ccccc2[n+]1[O-]
    -2 | 6
Cn1ccc2cc3c(cc21)CCN3C(=O)Nc1cccnc1
    2 | 6
CC(C)(C)NCC(O)COc1cccc2c1CC(O)C(O)C2 (configuration not stated)
    -2 | 8
CCc1ccccc1OC[C@@H](O)CN[C@H]1CCCc2ccccc21
    -4 | 10
C[C@@H]1C[C@H]2[C@@H]3CCC4=CC(=O)C=C[C@]4(C)[C@@]3(Cl)[C@@H](O)C[C@]2(C)[C@@]1(OC(=O)c1ccco1)C(=O)CCl
    9 | -2

3 compounds already listed, sorted by number of heavy atoms, rising:
SMILES	IDE inh	IDE cell activ
COC(=O)N/N=C/c1c[n+]([O-])c2ccccc2[n+]1[O-]	-2	6
CCc1ccccc1OC[C@@H](O)CN[C@H]1CCCc2ccccc21	-4	10
O=C(Nc1cc(-c2ccccc2)nn1-c1ccccc1F)c1ccc([N+](=O)[O-])cc1	-1	-1
